# Assay outcomes: PubChem, The Scripps Research Institute Molecular Screening Center
# TAAR1 agonist: human TAAR1 agonism | activation, % at 3 µM | hit rate 0.99% among 360,000 | AID 624467 | CHO RD-HGA16 TAAR1, Fluo-8 calcium fluorescence; vehicle wells 0%, saturating PEA agonist 100% | Q96RJ0;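 active means activation above the mean activation of all test compounds in the run plus 3 SD, cut at about 38% in these data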
# Target sequence (Q96RJ0 whole entry, looked up): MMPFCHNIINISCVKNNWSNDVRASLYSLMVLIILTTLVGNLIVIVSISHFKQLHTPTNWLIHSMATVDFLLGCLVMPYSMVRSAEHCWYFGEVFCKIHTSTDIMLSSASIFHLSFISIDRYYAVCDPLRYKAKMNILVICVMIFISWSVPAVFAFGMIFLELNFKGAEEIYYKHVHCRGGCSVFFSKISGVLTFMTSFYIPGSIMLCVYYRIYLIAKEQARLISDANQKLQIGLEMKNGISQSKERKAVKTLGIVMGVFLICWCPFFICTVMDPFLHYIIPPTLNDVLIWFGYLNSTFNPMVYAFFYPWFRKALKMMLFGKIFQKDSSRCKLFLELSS
#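 Repeats: no replicates (n 1) | Material: CHO-derived RD-HGA16 cells with stable Gα16 and human TAAR1 | Technique: Kinetic Fluo-8 calcium fluorescence | Schedule: 17-24 h seeding, 75 min 37 °C dye, 30 min RT | Evaluation: % activation from peak over basal fluorescence ratio, DMSO-to-PEA scaled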
# OXTR potentiator: human OXTR potentiation; CHO-OTR cells, Fluo-8 calcium fluorescence, potentiator mode; 0% = oxytocin EC15, 100% = EC100; activation, % at 3 µM; hit rate 0.061% among 320,000;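 active means activation above that plate's cutoff, the mean activation of tested compounds plus 3 SD, cut at about 6.6% in these data, passing the limit was not always enough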;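 further: 100% uses oxytocin at 75 nM as the full agonist control; some results filed as inactive read as strong as hits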
# Target sequence (P30559 whole entry, looked up): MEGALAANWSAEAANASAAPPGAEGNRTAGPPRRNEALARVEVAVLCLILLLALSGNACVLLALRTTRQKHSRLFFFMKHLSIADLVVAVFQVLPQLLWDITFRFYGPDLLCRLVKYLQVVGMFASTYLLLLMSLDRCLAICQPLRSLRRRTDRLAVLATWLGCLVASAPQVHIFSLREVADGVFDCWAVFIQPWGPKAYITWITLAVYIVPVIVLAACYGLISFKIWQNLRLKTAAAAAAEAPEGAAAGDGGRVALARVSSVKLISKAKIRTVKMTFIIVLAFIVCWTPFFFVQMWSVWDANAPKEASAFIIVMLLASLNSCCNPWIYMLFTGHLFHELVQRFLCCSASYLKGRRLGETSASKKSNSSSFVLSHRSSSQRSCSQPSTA
#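 Material: CHO-OTR cells, human receptor; compound dosing: single dose, 3.0 µM nominal final compound concentration; schedule: 6 min compound pre-incubation at room temperature, 100 s kinetic read; measured by: kinetic Fluo-8 calcium fluorescence; read-out basis: % activation vs EC15 and EC100 oxytocin; controls: EC15 oxytocin alone as 0%, 75 nM oxytocin as 100%; replicates: singlicate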
# OXTR agonist: activates the human oxytocin receptor. P30559. CHO-OTR cells, Fluo-8 calcium fluorescence; normalized: DMSO 0%, oxytocin 100%. activation, % at 3 µM. hit rate 0.32% among 320,000. AID 2435;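 active means activation above the mean of all tested compounds plus 3 SD, cutoff set per screening run, cut at about 20% in these data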;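 further: peak over basal fluorescence ratio from a 100 s FLIPR kinetic read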
# M1 PAM: positive allosteric modulators of human M1 muscarinic receptor; P11229; CHO-K1 hM1, Fluo-8 calcium fluorescence, ACh EC20; 0% = ACh EC20, 100% = maximal ACh; activation, % at 3 µM; hit rate 0.088% among 360,000; AID 588819; in the data active means activation above about 19%, passing the limit was not always enough
# TAAR1 antag: human TAAR1 antagonism | inhibition, % at 3 µM | CHO RD-HGA16 TAAR1, Fluo-8 calcium fluorescence, antagonist | hit rate 1.5% among 360,000 | Q96RJ0 | AID 624466;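 active means inhibition above a per-plate cutoff, the mean inhibition of test compounds on that plate plus 3 SD, cut at about 49% in these data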;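 further: 0% = DMSO plus EC80 beta-PEA response and 100% = DMSO alone without agonist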
#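 Test system – hTAAR1-expressing CHO RD-HGA16 cells, Gα16-coupled · Reagent – β-PEA at EC80 concentration, post-compound challenge · Compound dosing – 3 µM, single point · Timing – 140 s kinetic read after compound, 140 s after agonist · Detection – Fluo-8 intracellular calcium dye fluorescence, real-time kinetic reads · Control set – DMSO and EC80 PEA controls · Repeats – n of 1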
# V1R ag counter: activates human V1a receptor in oxytocin agonist counter-screen | P37288 | CHO-V1R cells, Fluo-8 calcium fluorescence, agonist mode; 0% DMSO, 100% 3 nM vasopressin | activation, % at 3 µM | hit rate 0.25% among 320,000 | AID 2797;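 active means activation above the mean activation of all tested compounds plus 3 SD, per screening run, cut at about 20% in these data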;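 further: signal is peak over basal fluorescence ratio across a 100 second FLIPR read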
# CHO parental Ca: signal in parental CHO cells, OX1R antagonist counter-screen; parental CHO-K1, ATP-induced calcium, Fluo-8 fluorescence; inhibition, % at 5.6 µM; hit rate 0.63% among 330,000; AID 463079;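 active means inhibition above that plate's mean sample inhibition plus 3 SD, cut at about 26% in these data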;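 further: 0% = ATP-challenged DMSO wells and 100% = DMSO wells without ATP; some compounds past the cut are filed as inactive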
#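 Test system: parental CHO cells; detection: calcium-sensitive Fluo-8 fluorescence; evaluation: percent inhibition of calcium signal; also added: ATP as calcium-mobilizing challenge; repeats: one well per compound; control set: ATP-challenged DMSO wells low, unchallenged DMSO wells high; compound: single nominal dose of 5.6 µM per compound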
# CHRM1 antagonist: antagonists of human M1 muscarinic receptor; P11229; CHO-K1 hM1, Fluo-8 calcium fluorescence, ACh EC80 antagonist; inhibition, % at 3 µM; hit rate 1.3% among 360,000; AID 588852;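 active means percent inhibition above its own plate's cutoff, namely the mean of that plate's compound wells plus 3 SD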;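 further: peak over basal fluorescence ratio during 140 s after agonist addition; 0% = ACh EC80 plus DMSO and 100% = DMSO alone without agonist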
# CHRM1 agonist: activates human CHRM1 receptor | CHO-K1 hM1, Fluo-8 calcium fluorescence, agonist mode; 0% DMSO, 100% acetylcholine EC100 | hit rate 0.33% among 360,000 | P11229 | activation, % at 3 µM;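 active means activation above the run's mean compound activation plus 3 SD, cut at about 16% in these data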;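 further: peak over basal fluorescence ratio within a 140 s kinetic read after compound addition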
# Starred values were filed as active, the others as inactive; · = no result given.
# Fields – TAAR1 agonist, OXTR potentiator, OXTR agonist, M1 PAM, TAAR1 antag, V1R ag counter, CHO parental Ca, CHRM1 antagonist, CHRM1 agonist
Cc1cc(-c2ccccc2)[nH]c(=O)c1S(=O)(=O)c1ccccc1
 : 1, -5, 1.6, 10, 13, 0.4, -8, -11, 1
O=c1c(=Nc2ccccc2O)c(=O)c2ccccc12
 : 2, -7, -0.3, 6, 10, 0.5, -9, 4, -8
O=C(NCC(c1ccco1)N1CCCCC1)c1cccnc1 (configuration not stated)
 : 8, -6, 1.1, -6, 0, 0.9, -12, 0, -9
CC(=O)N1CCN(S(=O)(=O)c2cccc(C(=O)Nc3ccccc3N3CCOCC3)c2)CC1
 : 0, -2, -0.6, 4, 1, -0.6, -11, -2, -1
Cc1cc(Cl)c(S(=O)(=O)N2CCSCC2)cc1OCC(=O)NC1CCCCC1
 : 22, -9, 12, -3, 54*, 7.3, 9, 14, 0
O=C(Nc1ccc(Cl)cn1)c1ccc2ccccc2n1
 : 12, 0, -0.4, 12, 3, 0.9, -5, -34, 2
CC(=O)NCCc1nc2ccccc2n1CCCCOc1ccccc1
 : 2, ·, ·, 9, 0, ·, ·, -18, -5
CC(=O)Nc1ccc(NC(=O)C(C)OC(=O)c2cc(S(=O)(=O)N(C)C)ccc2N2CCCC2)cc1 (configuration not stated)
 : 0, 3, 0.6, 7, -12, 0.3, 0, -5, -8
Cc1cc(C(O)c2ncc(-c3ccccc3Cl)[nH]2)ccc1F (configuration not stated)
 : 4, ·, ·, -3, 3, ·, ·, 0, -5
CC(C)CN(C(=O)CSc1nc2ccccc2[nH]1)c1c(N)n(Cc2ccccc2)c(=O)[nH]c1=O
 : 0, ·, ·, 7, -11, ·, ·, -1, 0
Cc1ccc(-n2ccn(CC(=O)NCCc3ccccc3)c(=O)c2=O)cc1C
 : 2, -8, 1.3, 3, -28, 0.8, -2, -5, -2
CCc1ccc(-c2cc(C)no2)cc1S(=O)(=O)Nc1ccc(Cl)cn1
 : -2, -4, -0.7, 12, -16, 1.8, -10, -14, -3
CCCCN(C)C(=O)c1nc2ccccn2c1CN1CCN(c2ncccn2)CC1
 : 1, -5, -0.5, 6, 7, 0.5, -16, 2, -5
O=C(NCC(O)c1ccc([N+](=O)[O-])cc1)Nc1ccccc1 (configuration not stated)
 : 5, -10, 2.0, 5, -8, 4.2, -14, -10, -2
CC(C)OC(=O)c1cccnc1SCC(=O)N(C)c1ccccc1
 : 5, 0, -0.7, 12, 1, -0.2, -16, -6, -2
COc1ccc(OC(C)c2ccc(C#N)c(=O)[nH]2)cc1 (configuration not stated)
 : 4, 1, 0.2, 8, -9, -0.1, 1, -10, -12
CCOC(=O)C1/C(=N\O)CC(C)(O)C(C(=O)OCC)C1c1ccc(OC)c(OC)c1 (configuration not stated)
 : 16, 5, 0.8, 9, -3, 1.5, -7, -11, -3
Cc1ccc2c(c1)N(C)/C(=C/c1cccc[n+]1CCO)S2
 : -1, -3, 1.9, 8, -4, 0.9, -2, -7, -2
c1csc(-c2cn3c(n2)SCC3)c1
 : 6, -4, -0.3, 2, 16, -0.5, 4, 1, -4
CC1(C(=O)Nc2cnc3ccccc3c2)CCN1Cc1cc2ccccc2o1 (configuration not stated)
 : 1, ·, ·, -9, 49*, ·, ·, 10, -5
CCOC(=O)Cn1nc(C)c([N+](=O)[O-])c1C
 : 1, -11, 0.8, 6, -9, 0.9, 13, -4, -1
O=C(CSc1cc(Cl)ccc1Cl)NC1CC1
 : -1, -3, -0.5, 3, -6, 0.0, -16, -2, -5
O=C(COc1ccccc1)N1CCN=C1SCc1ccccc1F
 : -1, 2, -0.5, 11, -24, 0.4, -14, -9, -3
Cc1ccc2c(C(=O)CN3CCCCC3)c(C)[nH]c2c1
 : 0, -7, 1.9, 8, -6, 1.3, -5, -6, 3
COCCN1C(=O)C(=O)/C(=C(/O)c2ccc(S(=O)(=O)N3CCCCC3)cc2)C1c1ccc(OC)cc1 (configuration not stated)
 : 0, -8, -0.2, 9, -32, -1.1, 2, 3, -1
CC1SC(c2ccc(F)cc2)N(CCc2ccccc2)C1=O (configuration not stated)
 : -3, -13, -1.8, 13, -16, -0.5, -23, -3, -3
CC(C)Cc1nc(N2CCN(C(=O)c3ccccc3)CC2)c(C#N)c2c1CCC2
 : 2, -16, -1.8, 6, 13, 0.8, -28, -11, -4
CCOC(=O)C1CCN(C(=O)c2cccc(S(=O)(=O)NCc3ccccc3)c2)CC1
 : 3, -9, 0.4, 1, -28, 2.7, -12, -1, -1
CC1(C)C(=O)Nc2ccccc2N1C(=O)CN1C(=O)c2ccccc2C1=O
 : 4, -13, -1.4, 3, 17, 0.3, -5, 1, -4
CC1CCCN(S(=O)(=O)c2cccc(C(=O)NCCCN3CCCC3=O)c2)C1 (configuration not stated)
 : 3, ·, ·, 16, -3, ·, ·, -18, 1
Cc1ccccc1Nc1c(N)c(=O)oc2ccccc12
 : 3, -15, 1.2, 4, 17, 0.6, 1, -6, -1
Cc1c(C(=O)NC(C)c2ccncc2)oc2ccccc12 (configuration not stated)
 : 6, 0, -0.3, -4, -17, 0.1, -13, 7, -5
OCCC1CN(Cc2ccccc2OC2CCCC2)CCN1Cc1ccsc1 (configuration not stated)
 : 9, -11, 1.7, -10, -4, 1.3, -21, -3, -11
Cc1c(C)n(CCC(=O)O)c2ccccc12
 : 4, -4, 1.3, 0, 13, 1.0, -3, 4, -6
COC(=O)COc1ccc(Cl)cc1C1Nc2ccccc2C(=O)N1c1ccc(OC)cc1 (configuration not stated)
 : -1, -11, -1.7, 9, -9, -0.2, -8, -13, -5
CCc1nc2ccccc2c(C(=O)OCC(=O)NC2CCCC2)c1C
 : 2, 0, -2.0, -2, 1, -0.3, -12, -14, -4
CC(C)NC(=O)[C@H]1N2C(=O)c3ccccc3C2SC1(C)C (some centres not stated)
 : 8, -2, -0.2, 3, -17, -0.1, -10, 3, -2
COc1ccc(N2C(=O)c3ccccc3NC2c2ccc(OC)c(CN3CCOCC3)c2)cc1 (configuration not stated)
 : 3, -8, -1.0, 11, -10, -0.4, -24, -8, -3
O=C(Nc1cccc(S(=O)(=O)N2CCOCC2)c1)c1cn(-c2ccccc2)nc1-c1ccccc1
 : 12, -11, 0.7, -16, 42, -0.2, -3, 22, -5
CCCN1Cc2cccc(C(=O)NCCCOC(C)C)c2C1=O
 : 2, 1, -0.2, 13, -11, -0.7, -7, -8, 1
Cc1onc(-c2c(Cl)cccc2Cl)c1NC(=O)NNc1c(Cl)cncc1Cl
 : 6, 2, -2.3, 3, -2, 0.5, -10, -2, -4
COC(=O)C1(C#N)C(c2ccccc2)C1(C(=O)OC)C(=O)OC (configuration not stated)
 : 2, -1, 0.0, 5, 11, -0.1, -6, -5, -2
CS(=O)(=O)Cc1cc(N2CCCC2)nc(-c2ccccc2)n1
 : 8, 1, -0.2, 12, -12, 0.9, -16, -8, -5
CCOC(=O)C1=C(CC)Nc2ccccc2N/C1=N\S(=O)(=O)c1ccccc1OC
 : 7, 9, -1.2, 2, -6, -0.6, -20, 1, -7
O=C(CNS(=O)(=O)c1ccc(F)cc1)N1CCOCC1
 : 2, -3, 0.8, 12, -9, 0.1, -5, -12, -3
CCN(CC)c1ccc(CN(C(=O)c2cccs2)C2CCS(=O)(=O)C2)cc1 (configuration not stated)
 : 10, -1, -1.6, 5, -25, -1.1, -19, -12, -4
COc1ccccc1NC(=S)N(Cc1ccco1)Cc1cc2ccc(C)c(C)c2[nH]c1=O
 : 0, -7, -2.1, 13, -9, 1.0, -30, -6, -8
CCOP(=O)(c1ccc(N(C)C)cc1)C(O)c1ccccc1F (configuration not stated)
 : 6, 0, -0.1, 7, -2, 0.4, -9, -13, -4
Cc1ccc(CSCC(=O)N(C)CC(=O)Nc2ccc(Cl)c(Cl)c2)cc1
 : 1, -11, 2.9, 8, 9, 6.8, -27, -10, -3
Cc1cc(CNC(=S)Nc2cccc(Cl)c2Cl)nn1C
 : 2, -2, 0.3, 9, 23, 0.0, -2, -9, -3
O=C(COc1coc(CN2CCN(c3ccccc3)CC2)cc1=O)N1CCc2ccccc21
 : 3, -2, -1.1, 13, -11, 1.5, -8, -11, -2
O=C(NCc1ccccc1)NC(=O)c1ccccc1
 : 18, -5, -0.2, 2, -11, 1.4, -8, -19, -2
O=C(NCC(=O)N1CCN(c2ccccc2)CC1)c1ccc(Cl)cc1
 : 1, -11, -2.1, 3, -33, 0.5, -16, 69*, -2
CC1=C(C#N)C(NC(=O)C(C)(C)C)(C(F)(F)F)C(=O)N1 (configuration not stated)
 : 22, 3, 0.5, 7, 5, -0.8, 5, -1, -5
COc1ccc2ccccc2c1CNCc1ccccn1
 : 8, 0, 1.1, 5, 10, 0.7, -8, -3, -4
Cc1cc(Br)cc2c1NC(=O)C2(O)CC(=O)c1ccco1 (configuration not stated)
 : 2, -8, 1.5, 5, 2, 0.3, 4, -4, -3
CC(C)(C)c1ccc(-c2c(C#N)c(N)nc3c2CCCC3)s1
 : 2, -8, -1.2, 9, -8, 0.9, -11, -18, -1
CC(=O)N1c2ccccc2C(C)CC12CCCCC2 (configuration not stated)
 : 13, -10, -3.0, 0, 9, -0.6, -6, -7, -5
O=C(O)/C=C\C(=O)Nc1ccccc1C#Cc1ccccc1
 : -2, -9, -0.8, 4, 23, -1.1, -11, -5, -6
Cc1ccccc1Nc1nc(N)nc(CSCc2c(C)noc2C)n1
 : 14, -4, 1.6, 14, 18, 3.0, -2, -31, 2

# Remaining list, next part.
# Fields – TAAR1 agonist, OXTR potentiator, OXTR agonist, M1 PAM, TAAR1 antag, V1R ag counter, CHO parental Ca, CHRM1 antagonist, CHRM1 agonist
O=C(NCc1cccc(C(F)(F)F)c1)C1CC2Cn3c(nc4ccccc43)C2N1Cc1ccccc1 (configuration not stated)
 : 12, -4, -0.9, -2, 24, 0.0, -22, 4, -2
O=C(NNc1c2ccccc2nc2ccccc12)c1ccc(O)cc1O
 : 15, -11, -1.9, -10, 61*, 0.5, -11, 29, -1
Cc1cc(=O)cc(C)n1-c1ccccc1Br
 : 0, -6, 0.8, 7, 10, 0.6, -1, -6, -4
CCOc1ccc(NC(=O)c2ccccc2OCC(=O)c2ccc(C)cc2)cc1
 : 5, 2, 0.1, 15, 2, 0.1, -9, -7, -5
C=CCn1cnc2scc(-c3ccc(OC)cc3)c2c1=O
 : 1, -3, -1.6, -2, -33, -1.1, -15, -1, -5
Cn1c(C(=O)OCC(=O)NCc2ccc(F)cc2)cc2occc21
 : 8, -3, -1.2, 0, -1, -1.3, -12, 0, -3
